Screens from PubChem.
Insulin prom inh = TRM-6 insulin promoter activity inhibition | TRM-6 cells (human fetal islet line), insulin promoter-eGFP reporter, imaging; reporter expression induced with tamoxifen | inhibition, % at 2 µM | 130,000 tested, 0.9% active;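 active = inhibition above the mean plus 3 SD, with well images judged a real hit on visual review, cut at about 60% in these data, passing the limit was not always enough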
SDO1 yeast rescue = compounds rescuing growth of sdo1-depleted yeast, bone marrow failure model; S. cerevisiae sdo1-depleted JHY4D growth rescue, OD600 30 h; hits give high values; pdr5 snq2 efflux-pump mutant strain; z-score at 10 µM; 140,000 tested, 0.21% active;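 active = z-score above 3 at both the 24 hr and the 30 hr optical density reads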;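 also: z-score against mean and SD of all compound wells on the same plate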
SDO1 yeast rescue Rescue 24 h = recorded beside SDO1 yeast rescue, whose call it bears; z-score; S. cerevisiae sdo1-depleted JHY4D growth rescue, OD600; measured here: growth rescue at 24 h;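 0 is the plate mean of compound wells and units are plate SD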
* hit, by the source's call. Some of the compounds tested (hit frequency here may not be typical).

For CN(C)/C=C(\C#N)S(=O)(=O)C(C)(C)C the results were Insulin prom inh 27.
`NC(=O)[C@@H]1CCCCNc2c(F)cc([N+](=O)[O-])cc2C(=O)N[C@@H](CCCN=C(N)N)C(=O)NCC(=O)N1` gave Insulin prom inh 20, SDO1 yeast rescue 0.07 and SDO1 yeast rescue Rescue 24 h 0.4.
For CC(C)(C)C(=O)n1nc(-c2ccccc2)oc1=O the results were SDO1 yeast rescue 0.36 and SDO1 yeast rescue Rescue 24 h -0.32.
`COCCNC(=O)c1cnn2c1NC(c1ccco1)CC2C(F)(F)F` (stereo unspecified) gave Insulin prom inh 25, SDO1 yeast rescue 0.74 and SDO1 yeast rescue Rescue 24 h 0.46.
`O=C(CN(CC1CCCO1)C(=O)CNS(=O)(=O)c1ccc(F)cc1)NCc1ccco1` (stereo unspecified) gave Insulin prom inh -60.
`COc1ccc(N2CC(=O)N(c3ccc(OC)c(OC)c3)CC2=O)cc1OC` gave SDO1 yeast rescue 0.6 and SDO1 yeast rescue Rescue 24 h 0.37.
Screening COc1ccc(C(=O)NCc2nnc(SCC(=O)NCc3ccc(F)cc3)o2)cc1 returned Insulin prom inh -4, SDO1 yeast rescue 0.39 and SDO1 yeast rescue Rescue 24 h -0.59.
For Cc1cccc(NC(=O)c2cc(NC(=O)C3CCCCC3C(=O)O)ccc2Cl)n1 (stereo unspecified) the results were Insulin prom inh -15, SDO1 yeast rescue 1.3 and SDO1 yeast rescue Rescue 24 h 1.4.
`CC1CCCC(NC(=O)COC(=O)c2cccc(NS(=O)(=O)/C=C/c3ccccc3)c2)C1C` (stereo unspecified) gave Insulin prom inh 30, SDO1 yeast rescue 0.95 and SDO1 yeast rescue Rescue 24 h 1.1.
For COc1ccc(NC(=O)Cc2ccc(Cl)c(Cl)c2)cn1 the results were Insulin prom inh 17.
For CN(C)C(CNC(=S)Nc1cccc(Cl)c1)c1cccnc1 (stereo unspecified) the results were Insulin prom inh 0.
Screening CCN1C(=O)CC(C(=O)OC)=C1C returned Insulin prom inh -6.
For COc1ccccc1NNC(=O)C(O)(c1ccccc1OC)c1ccccc1OC the results were Insulin prom inh -23, SDO1 yeast rescue -0.25 and SDO1 yeast rescue Rescue 24 h -0.44.
COc1ccc(NC(=O)C(CC(C)C)NS(=O)(=O)c2ccc3c(c2)CCN3C(C)=O)cc1OC (stereo unspecified) was read as Insulin prom inh -7, SDO1 yeast rescue -0.07 and SDO1 yeast rescue Rescue 24 h -1.9.
`CCN(CC(=O)NC(C)C)C(=O)c1ccc(Cl)cc1` gave Insulin prom inh -69, SDO1 yeast rescue 1.5 and SDO1 yeast rescue Rescue 24 h 1.3.
`CCN(CC)S(=O)(=O)c1cc(C(=O)Nc2ccccc2[N+](=O)[O-])ccc1Cl` gave Insulin prom inh 11, SDO1 yeast rescue -0.38 and SDO1 yeast rescue Rescue 24 h 0.2.
Screening COCC(=O)Nc1ccccc1C(=O)Nc1ccc(OC)cc1 returned SDO1 yeast rescue 0.32 and SDO1 yeast rescue Rescue 24 h 0.25.
For Cc1ccc(S(=O)(=O)NNC(=O)c2cccc(O)c2)cc1 the results were Insulin prom inh 7.
CC(=O)Nc1ccc(NC(=O)CCn2c(=S)oc3ccccc32)cc1 was read as Insulin prom inh 0.
`O=C(CCSc1nc(-c2ccco2)cc(C(F)(F)F)n1)NCC1CCCO1` (stereo unspecified) gave Insulin prom inh -262, SDO1 yeast rescue 0.7 and SDO1 yeast rescue Rescue 24 h 0.04.

Looked up by structure from the list above:
`CC1CCCC(NC(=O)COC(=O)c2cccc(NS(=O)(=O)/C=C/c3ccccc3)c2)C1C` (stereo unspecified) gave Insulin prom inh 30, SDO1 yeast rescue 0.95 and SDO1 yeast rescue Rescue 24 h 1.1.
`CCN(CC)S(=O)(=O)c1cc(C(=O)Nc2ccccc2[N+](=O)[O-])ccc1Cl` gave Insulin prom inh 11, SDO1 yeast rescue -0.38 and SDO1 yeast rescue Rescue 24 h 0.2.
Screening COCC(=O)Nc1ccccc1C(=O)Nc1ccc(OC)cc1 returned SDO1 yeast rescue 0.32 and SDO1 yeast rescue Rescue 24 h 0.25.
`O=C(CN(CC1CCCO1)C(=O)CNS(=O)(=O)c1ccc(F)cc1)NCc1ccco1` (stereo unspecified) gave Insulin prom inh -60.
For Cc1cccc(NC(=O)c2cc(NC(=O)C3CCCCC3C(=O)O)ccc2Cl)n1 (stereo unspecified) the results were Insulin prom inh -15, SDO1 yeast rescue 1.3 and SDO1 yeast rescue Rescue 24 h 1.4.

(continued)
`C=CCNC(=O)C(C#N)c1nc2ccccc2nc1N1CCN(Cc2ccccc2)CC1` (stereo unspecified) gave SDO1 yeast rescue 0.13 and SDO1 yeast rescue Rescue 24 h 0.18.
Screening CCOc1cc(/C=N/NC(=O)c2cccnc2)ccc1OCC(=O)N1CCOCC1 returned SDO1 yeast rescue 0.66 and SDO1 yeast rescue Rescue 24 h -0.34.
O=C(Nc1ccc(-c2nc3ccccc3[nH]2)cc1)c1cccc(N2C(=O)CCC2=O)c1 was read as Insulin prom inh 12, SDO1 yeast rescue 1.3 and SDO1 yeast rescue Rescue 24 h 1.9.
For Cn1c(C(=O)N2CCN(c3ccc(Cl)cc3)CC2)cc2c(=O)[nH]c3ccccc3c21 the results were SDO1 yeast rescue -0.78 and SDO1 yeast rescue Rescue 24 h -0.41.
COc1ccc(CCNC(=O)CC2SC(N)=NC2=O)cc1OC (stereo unspecified) was read as Insulin prom inh 33.
For Cc1cc(=O)oc(C)c1C(=O)O the results were Insulin prom inh -170, SDO1 yeast rescue 0.2 and SDO1 yeast rescue Rescue 24 h -0.14.
COc1cccc(-c2cc3nc4c(c(NCC(C)(C)CN(C)C)n3n2)CCCC4)c1 was read as Insulin prom inh 0.
`Cc1noc(C)c1CSc1ccc2ccccc2n1` gave Insulin prom inh -105, SDO1 yeast rescue -0.89 and SDO1 yeast rescue Rescue 24 h -0.84.
Screening O=C(Nc1ccc2c(c1)OCCO2)Nc1ccc2c(c1)OCO2 returned Insulin prom inh 0.
Screening COc1ccccc1/C=C/C1=NC(=C\C=C/c2ccccc2)/C(=O)O1 returned Insulin prom inh 35, SDO1 yeast rescue 1 and SDO1 yeast rescue Rescue 24 h 1.7.
CCn1c(C(=O)NC(C)c2ccc3c(c2)OCCO3)cc2sccc21 (stereo unspecified) was read as SDO1 yeast rescue -0.62 and SDO1 yeast rescue Rescue 24 h -0.48.
Screening COC(=O)/C(N=Nc1cccc(C(F)(F)F)c1)=C(\C)O returned Insulin prom inh 6, SDO1 yeast rescue 0.76 and SDO1 yeast rescue Rescue 24 h 0.41.
Screening CC(C)c1ccc(CN(C(=O)c2cc3ccccc3oc2=O)C2CCS(=O)(=O)C2)cc1 (stereo unspecified) returned Insulin prom inh 14, SDO1 yeast rescue -0.72 and SDO1 yeast rescue Rescue 24 h -0.98.
Screening Cc1cc(C(=O)NP(=O)(N2CC(C)OC(C)C2)N2CC(C)OC(C)C2)c(C)n1C1CC1 (stereo unspecified) returned Insulin prom inh -11.
`COc1ccc2c(c1)c(C(=O)CNc1nc(C)cs1)c(C)n2C` gave SDO1 yeast rescue 0.87 and SDO1 yeast rescue Rescue 24 h 0.31.
For CCCOC(=O)NC1C(NC(=O)OCCC)N(C)C(=O)N1C (stereo unspecified) the results were SDO1 yeast rescue 0.69 and SDO1 yeast rescue Rescue 24 h -1.1.
For CCOc1ccccc1NC(=O)c1cc(C(=O)c2cc(OC)ccc2O)coc1=N the results were Insulin prom inh -52, SDO1 yeast rescue -0.28 and SDO1 yeast rescue Rescue 24 h -0.08.
For CCc1nnc(NC(=O)CCC(=O)NC2CCCCC2)s1 the results were SDO1 yeast rescue -0.42 and SDO1 yeast rescue Rescue 24 h -1.1.
CN(C)c1cc[n+](CC(=O)Nc2cc(C(F)(F)F)ccc2Cl)cc1 was read as Insulin prom inh -33, SDO1 yeast rescue 1.2 and SDO1 yeast rescue Rescue 24 h 1.
Screening COc1cc(/C=C/C(=O)Nc2cc(C(F)(F)F)ccc2Cl)cc(OC)c1OC returned Insulin prom inh -3, SDO1 yeast rescue -1.7 and SDO1 yeast rescue Rescue 24 h -1.4.
`Cc1cc2oc(=O)cc(COC(=O)c3n[nH]c4ccccc34)c2cc1C` gave Insulin prom inh 32, SDO1 yeast rescue -1.4 and SDO1 yeast rescue Rescue 24 h 0.09.
For Cc1cc(C)c(Nc2ncccc2C(=O)O)c(C)c1 the results were Insulin prom inh 27.
COc1cc(/C=C/C(=O)c2ccc(C)c([N+](=O)[O-])c2)cc(OC)c1O was read as SDO1 yeast rescue -0.63 and SDO1 yeast rescue Rescue 24 h 0.37.
`CCOC(=O)NC(=O)c1cn(C(CC)CO)c(=O)[nH]c1=O` (stereo unspecified) gave Insulin prom inh 50, SDO1 yeast rescue 0.45 and SDO1 yeast rescue Rescue 24 h -0.98.
`Cc1cc(C)c2c(n1)nn1c(N3CCOCC3)cc(C)nc21` gave Insulin prom inh 74*.
O=C(c1ccc(Nc2cccc(C(F)(F)F)c2)nc1)N1CCCC1 was read as SDO1 yeast rescue -0.69 and SDO1 yeast rescue Rescue 24 h -0.37.
For Cc1ccc(CNS(=O)(=O)c2ccc3oc(C(=O)O)c(C)c3c2)cc1 the results were Insulin prom inh 69, SDO1 yeast rescue 0.88 and SDO1 yeast rescue Rescue 24 h -0.03.
CNc1nc2ccccc2n1/N=C/c1cccc(OC)c1OC was read as Insulin prom inh -3, SDO1 yeast rescue -0.92 and SDO1 yeast rescue Rescue 24 h -0.32.
`C=CCSc1nnc(NC(=O)c2cccc(S(=O)(=O)N3CCOCC3)c2)s1` gave Insulin prom inh 67, SDO1 yeast rescue -0.73 and SDO1 yeast rescue Rescue 24 h -0.53.
C=CCNCCCOc1ccc(Cl)cc1Br was read as Insulin prom inh -33, SDO1 yeast rescue -0.41 and SDO1 yeast rescue Rescue 24 h 0.
COc1cccc(-n2cc3c(c2-c2ccccc2)c(=O)n(C)c(=O)n3C)c1 was read as SDO1 yeast rescue -0.5 and SDO1 yeast rescue Rescue 24 h 0.74.
`COc1ccc([N+](=O)[O-])cc1NC(=O)COC(=O)c1ccccc1C(=O)c1ccccc1` gave Insulin prom inh -13, SDO1 yeast rescue -0.77 and SDO1 yeast rescue Rescue 24 h 0.12.
CCCN=Cc1c(CCC)[nH]n(-c2nc3ccccc3s2)c1=O was read as Insulin prom inh -29, SDO1 yeast rescue -1 and SDO1 yeast rescue Rescue 24 h -0.03.
N#Cc1sc2nc(N3CCCCC3)c3c(c2c1N)CCCC3 was read as Insulin prom inh -130, SDO1 yeast rescue -1.5 and SDO1 yeast rescue Rescue 24 h -1.7.
For CNc1nc(N)c(C(=O)C(C)(C)C)s1 the results were Insulin prom inh 0, SDO1 yeast rescue 1 and SDO1 yeast rescue Rescue 24 h 0.4.
`CC(=O)Oc1ccc(N(C(C)=O)S(=O)(=O)c2ccc(C)c([N+](=O)[O-])c2)cc1` gave Insulin prom inh -41, SDO1 yeast rescue 2.2 and SDO1 yeast rescue Rescue 24 h 0.45.
`Cn1c(NCCN2CCCCC2)cc(=O)n(C)c1=O` gave SDO1 yeast rescue 0.2 and SDO1 yeast rescue Rescue 24 h -0.39.
CCOC(=O)c1c(C)n(CC(COC(C)=O)OC(C)=O)c2ccc(OC(C)=O)cc12 (stereo unspecified) was read as SDO1 yeast rescue 0.13 and SDO1 yeast rescue Rescue 24 h -0.53.
COc1ccc(C(=O)N2CCN(C(=O)CC(C)C)CC2)cc1OC was read as Insulin prom inh 13, SDO1 yeast rescue 0.87 and SDO1 yeast rescue Rescue 24 h -0.14.
`Clc1ccc(CN2C3=NCCCN3c3ccccc32)cc1` gave Insulin prom inh -136, SDO1 yeast rescue 0.47 and SDO1 yeast rescue Rescue 24 h 0.

The last 4 compounds of the part before are carried over, then new ones follow:
`Cn1c(NCCN2CCCCC2)cc(=O)n(C)c1=O` gave SDO1 yeast rescue 0.2 and SDO1 yeast rescue Rescue 24 h -0.39.
CCOC(=O)c1c(C)n(CC(COC(C)=O)OC(C)=O)c2ccc(OC(C)=O)cc12 (stereo unspecified) was read as SDO1 yeast rescue 0.13 and SDO1 yeast rescue Rescue 24 h -0.53.
COc1ccc(C(=O)N2CCN(C(=O)CC(C)C)CC2)cc1OC was read as Insulin prom inh 13, SDO1 yeast rescue 0.87 and SDO1 yeast rescue Rescue 24 h -0.14.
`Clc1ccc(CN2C3=NCCCN3c3ccccc32)cc1` gave Insulin prom inh -136, SDO1 yeast rescue 0.47 and SDO1 yeast rescue Rescue 24 h 0.
For CN1C(=O)c2oc3ccccc3c(=O)c2C1c1ccccn1 (stereo unspecified) the results were Insulin prom inh 22, SDO1 yeast rescue 0.48 and SDO1 yeast rescue Rescue 24 h 0.01.
`Cc1ccc(CSc2nnc(SCC(=O)N/N=C/c3c(C)nn(-c4ccccc4)c3C)s2)cc1` gave Insulin prom inh 33, SDO1 yeast rescue -1.2 and SDO1 yeast rescue Rescue 24 h -1.4.
`Cc1nnc(SCc2nnc(-c3ccccc3)o2)n(N)c1=O` gave Insulin prom inh -39, SDO1 yeast rescue -0.29 and SDO1 yeast rescue Rescue 24 h -0.73.
`Fc1ccc(Br)cc1C1C=C(c2cccnc2)Nc2ncnn21` (stereo unspecified) gave SDO1 yeast rescue 0.24 and SDO1 yeast rescue Rescue 24 h 0.
`FC(F)(F)c1nnc2ccc(NCc3cccnc3)nn12` gave Insulin prom inh 50.
For COc1ccc(C(C#N)N2CCCCCC2)cc1OC (stereo unspecified) the results were SDO1 yeast rescue 0.38 and SDO1 yeast rescue Rescue 24 h -0.1.
`Cc1noc(C)c1CSc1nc2ccccc2[nH]1` gave Insulin prom inh -10, SDO1 yeast rescue 0.16 and SDO1 yeast rescue Rescue 24 h 0.08.
`COc1ccc(N2CC(C)Cn3c2nc2c3c(=O)n(CCN3CCOCC3)c(=O)n2C)cc1` (stereo unspecified) gave SDO1 yeast rescue 1.2 and SDO1 yeast rescue Rescue 24 h 1.5.
